Compound activity deposited in PubChem BioAssay by several laboratories.
MC4R antag cAMP – antagonists of human melanocortin 4 receptor (MC4R); MC4R-expressing cells, MTII-stimulated cAMP, LANCE TR-FRET; AID 540295; inhibition, % at 6.5 µM; 0.48% of 360,000 active;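 active means inhibition above its plate's cutoff, the mean of tested wells on that plate plus 3 SD, cut at about 29% in these data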;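 further: 0% = Melanotan II alone and 100% = Melanotan II plus saturating MCL0020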
Target sequence (P32245 whole entry, looked up): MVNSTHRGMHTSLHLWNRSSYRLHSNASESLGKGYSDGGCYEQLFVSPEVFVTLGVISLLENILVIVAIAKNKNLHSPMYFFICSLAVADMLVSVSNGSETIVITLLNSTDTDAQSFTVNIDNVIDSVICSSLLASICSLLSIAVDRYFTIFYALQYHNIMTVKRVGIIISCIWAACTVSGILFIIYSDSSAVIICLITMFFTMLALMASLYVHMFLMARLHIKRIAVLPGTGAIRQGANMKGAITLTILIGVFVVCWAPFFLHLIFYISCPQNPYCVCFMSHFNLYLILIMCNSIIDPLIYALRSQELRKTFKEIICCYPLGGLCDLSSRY
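system = U2OS cells with stable human MC4R expression | also added = Melanotan II challenge after compound preincubation | dosing = one concentration, 6.5 µM nominal | incubation = compound 30 min, challenge 1 h, detection 1 h | measured by = TR-FRET with Eu-cAMP and labeled anti-cAMP, 671 nm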
NOD2-RIPK2 inh – NOD2-RIPK2 protein interaction inhibition; 0.38% of 360,000 active; AID 624267; CHO BLA complementation NOD2-RIPK2, CCF4 ratio; O43353; inhibition, % at 4.98 µM; in the data active means inhibition above about 21%;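 further: 0% = vehicle only and 100% = reference blocker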
H9c2 protect – protects H9c2 cardiomyocytes from peroxide injury; H2O2 injury protection, ATPLite, 2 h; protection from H2O2 cell death, % at 20 µM; 0.63% of 360,000 active; AID 588492;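 active means compounds giving at least 50% protection of heart cells from peroxide-induced death in the single-dose screen, raw or plate-pattern-corrected value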;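 further: 0% = DMSO wells with peroxide and 100% = DMSO wells without peroxide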
ABCB6 inh MLPCN – human ABCB6 transporter inhibition; AID 602162; fluorescence ratio to DMSO, % at 10 µM; Q9NP58; 0.19% of 360,000 active; K562-ABCB6 porphyrin accumulation, flow cytometry, 1 h; active compounds read low;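 active means fluorescence ratio to DMSO below 75%, the collection mean minus 3 SD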;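 further: signal is porphyrin accumulated inside mitochondria; 100% equals median channel fluorescence of DMSO control wells; lower ratio means ABCB6 inhibition with less porphyrin fluorescence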
N-glyco inh – N-linked glycosylation inhibition | D54 ERlucT glycosylation luciferase reporter, 24 h; percent of 100 nM tunicamycin response | reporter increase, % at 12.5 µM | 0.23% of 360,000 active;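 active means mean luciferase reporter signal, scaled so untreated is 0 and the glycosylation-blocking control 100, at or above a set limit in every replicate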;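 further: luciferase carries N-glycosylation sites so blocking glycosylation raises the light; 0% = median of neutral control wells and 100% = median of 100 nM tunicamycin wells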
MC4R barr agon – human MC4R agonism via beta-arrestin. P32245. U2OS MC4R beta-arrestin complementation, luminescence; percent of melanotan II response, DMSO zero. 0.98% of 360,000 active. AID 540308. activation, % at 8.9 µM;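 active means activation above a per-plate cutoff, the mean activation of sample wells on that plate plus 3 SD, cut at about 8% in these data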
m5-HT2A agonist – mouse HTR2A agonism via beta-arrestin recruitment; CHO-K1 mHTR2A beta-arrestin complementation, luminescence; percent of 30 µM serotonin response; 0.66% of 360,000 active; P35363; AID 624169; activation, % at 7.6 µM;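 active means activation above a run cutoff, the mean activation of all tested compounds plus 3 SD, cut at about 14% in these data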;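 further: 0% = plate median of compound wells and 100% = 30 µM serotonin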
Target sequence (P35363 whole entry, looked up): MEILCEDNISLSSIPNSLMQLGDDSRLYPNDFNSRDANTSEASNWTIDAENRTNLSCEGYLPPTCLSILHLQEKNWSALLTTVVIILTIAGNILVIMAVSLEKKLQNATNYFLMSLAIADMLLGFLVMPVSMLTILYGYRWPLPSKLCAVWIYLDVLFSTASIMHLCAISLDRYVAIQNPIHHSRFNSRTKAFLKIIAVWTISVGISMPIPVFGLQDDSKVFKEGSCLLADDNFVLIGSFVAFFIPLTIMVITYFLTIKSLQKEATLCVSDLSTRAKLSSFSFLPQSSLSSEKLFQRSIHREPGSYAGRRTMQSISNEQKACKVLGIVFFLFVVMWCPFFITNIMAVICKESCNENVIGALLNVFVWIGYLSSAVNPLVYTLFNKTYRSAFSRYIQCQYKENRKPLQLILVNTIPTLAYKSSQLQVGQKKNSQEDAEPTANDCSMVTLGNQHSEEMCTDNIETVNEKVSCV
NCOA2 inhibitor – inhibits human steroid receptor coactivator 2; Q15596; HEK293 GAL4-SRC2 luciferase reporter, luminescence; inhibition, % at 9 µM; 0.17% of 370,000 active;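 active means inhibition above the mean inhibition of all tested compounds plus 3 SD, set per campaign, cut at about 52% in these data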;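 further: 0% = DMSO treated cells and 100% = cells given Gossypol at 36 µM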
TLR9-MyD88 inh – inhibitors of human TLR9-MyD88 binding; 0.21% of 340,000 active; CHO BLA complementation TLR9-MyD88, CCF4 FRET ratio; inhibition, % at 4.98 µM;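 active means inhibition above the mean over all tested compounds plus 3 SD, cut at about 21% in these data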;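 further: 0% = DMSO only wells and 100% = clavulanate BLA inhibitor control wells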
ABHD5-PLIN5 inh – ABHD5-PLIN5 protein interaction inhibition. Q00G26+Q8WTS1. Split G. princeps luciferase complementation, luminescence, 4 h. inhibition, % at 4 µM. 0.78% of 360,000 active. AID 602281;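 active means inhibition above the mean inhibition across every tested compound plus 3 SD, cut at about 22% in these data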;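 further: 0% = DMSO only wells and the 100% control is not disclosed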
Numbers without * were called inactive; · = not tested or not shown.

SMILES | MC4R antag cAMP | NOD2-RIPK2 inh | H9c2 protect | ABCB6 inh MLPCN | N-glyco inh | MC4R barr agon | m5-HT2A agonist | NCOA2 inhibitor | TLR9-MyD88 inh | ABHD5-PLIN5 inh
CCOc1ccccc1NC(=O)C1CCCN1S(=O)(=O)c1ccccc1C(F)(F)F (stereo not given) | 4.5 | -0.4 | 1.4 | 95.0 | -3.1 | -1.7 | -5.7 | 15.9 | -12.3 | -2.9
CCOC(=O)c1c(C)nc(SCC(N)=O)c(C#N)c1-c1ccccc1 | 8.8 | -8.3 | 4.8 | 97.0 | -0.6 | -3.2 | 1.8 | -2.7 | 1.9 | 0.6
COc1ccc(OCCOCCOc2ccc(C)cc2[N+](=O)[O-])cc1 | 3.3 | -6.7 | -2.4 | 103.0 | 2.8 | -1.2 | -4.5 | 2.7 | 0.8 | -10.9
COc1cc(SC)ccc1C(=O)N1CCN(c2ccccc2OC)CC1 | -8.0 | -1.4 | 5.8 | 100.0 | 15.1 | -0.1 | -3.1 | 12.6 | 0.4 | 1.8
Cc1cccc(-n2cnc3c(c2=O)c2nc4ccccc4nc2n3Cc2ccco2)c1 | 6.0 | -3.7 | 23.4 | 93.0 | -0.4 | -2.4 | -1.3 | 11.9 | -0.2 | 30.1*
COc1cc(-c2ccc3cc(OC)c(OC)c(OC)c3c2)cc(OC)c1OC | -0.8 | -6.8 | 4.3 | 94.0 | 13.9 | -0.8 | 3.6 | -2.6 | -5.2 | -9.2
CN1CCCN(S(=O)(=O)c2ccc3ccccc3c2)CC1 | 5.6 | -10.5 | -1.9 | 103.0 | 0.3 | -0.7 | -7.1 | 17.7 | 3.9 | -1.2
COc1cc(CNc2ccc(NC(C)=O)cc2)ccc1OCc1ccccc1C | 25.4 | -11.1 | -8.7 | 98.0 | -4.6 | -1.0 | -1.9 | -29.8 | -6.2 | 0.3
COc1cccc(C2c3[nH]c4ccccc4c3CCN2CCCn2cccn2)c1 (stereo not given) | -5.3 | -5.5 | 0.9 | 101.0 | 0.4 | -1.4 | -3.3 | -18.1 | -2.2 | 2.7
CC(C)c1nc(NCc2ccccc2)c(C#N)c2c1CCCC2 | 8.2 | -0.8 | -17.1 | 90.0 | -1.2 | 2.0 | 4.1 | -4.4 | -4.9 | -2.9
O=C(/C=C/c1ccccc1)N(c1ccccn1)C1CCCCC1 | -3.2 | -0.9 | 2.2 | 101.0 | -3.1 | -2.4 | 2.1 | -2.4 | 7.9 | -3.7
O=C(COc1ccc(-c2nnco2)cc1)N1CCOCC1 | 11.5 | -27.0 | 3.4 | 92.0 | 1.9 | 0.3 | 6.7 | -7.7 | -10.8 | 9.4
N/C(Cc1nc(-c2ccc(F)cc2)cs1)=N\O | -1.0 | -4.2 | -1.5 | 105.0 | 1.0 | 0.6 | -6.3 | -11.1 | · | -5.7
Cc1cc(C)c(C#N)c(SCC(=O)c2ccc(Cl)cc2Cl)n1 | -7.5 | -12.2 | -2.0 | 94.0 | -9.5 | -2.3 | -6.9 | 2.5 | 5.4 | -10.0
CC1CC(C)CN(S(=O)(=O)CC23CCC(CC2=O)C3(C)C)C1 (stereo not given) | 10.9 | -9.0 | -9.2 | 104.0 | 1.8 | 1.9 | 6.3 | -2.4 | -3.3 | -5.1
O=C(O)CC(Cc1ccc(Br)cc1)C(=O)Nc1ccccc1 (stereo not given) | 6.9 | -9.5 | 0.8 | 99.0 | -0.9 | -1.1 | 5.7 | -12.0 | -7.5 | -3.7
COC(=O)c1nnn(CC(=O)NC(=O)Nc2cccc(C)c2C)c1C(=O)OC | -4.1 | -1.0 | -0.6 | 100.0 | 2.0 | -0.2 | 1.6 | 7.2 | -2.4 | 11.8
COc1cccc(N2CCN(CC(=O)NCc3ccccc3)CC2)c1 | 3.3 | 8.6 | 1.1 | 100.0 | 1.5 | -1.0 | -2.5 | 2.9 | 5.5 | 5.1
C=C1C(=O)O[C@@H]2[C@H]3O[C@]3(C)CC/C=C(\C)CC[C@@H]12 | 17.5 | -0.3 | 8.5 | 97.0 | -9.2 | 0.0 | 4.5 | 2.5 | 2.7 | 5.2
COC(=O)CNC(=O)C(NC(=O)c1ccc(Cl)cc1)C(C)C (stereo not given) | 6.4 | -5.9 | -1.3 | 99.0 | -0.6 | 2.1 | 0.6 | -35.6 | -4.8 | -2.4
COc1ccc(CN(C)Cc2ccccc2)c(OC)c1OC | -0.1 | -1.9 | -3.2 | 99.0 | -1.2 | -2.2 | -4.0 | -3.6 | 2.1 | -7.5
Oc1ccc(CN2CCc3ccccc3C2)c2cccnc12 | 7.4 | 0.5 | 39.5 | 99.0 | -5.5 | 1.0 | -6.6 | 20.1 | -2.3 | 10.6
Cc1ccc2nc3c(cc(C(=O)NCC4CCCO4)c(=N)n3CC3CCCO3)c(=O)n2c1 (stereo not given) | 0.5 | -2.3 | -1.5 | 96.0 | 3.5 | -0.2 | -4.5 | · | -4.8 | -2.5
Cn1c(SCC(=O)N2CCCC2)nc2ccccc21 | 5.5 | 1.7 | 1.6 | 98.0 | 0.4 | 1.1 | 5.4 | -7.4 | -14.4 | -4.8
CSc1c(-c2ccccc2)nc2ccccc2c1C(=O)O | 2.0 | -13.5 | 3.3 | 95.0 | 2.8 | 1.0 | 3.7 | -18.1 | 14.2 | 0.7
CN1CCN(c2ccc([N+](=O)[O-])c(Sc3nc4ccccc4[nH]3)c2)CC1 | 2.1 | 13.9 | -1.2 | 103.0 | -0.7 | -1.8 | -8.5 | · | -0.9 | -4.2
O=S(=O)(Nc1ccc2c(c1)OCCO2)c1cnc[nH]1 | 2.5 | -15.1 | 3.5 | 94.0 | 0.5 | -1.1 | 0.2 | 1.4 | -9.8 | -0.2
CCOC(=O)n1c(=O)n(C)c2ccc(Cl)cc21 | 10.4 | 5.7 | 1.4 | 104.0 | 2.4 | -0.3 | -0.5 | 4.2 | 8.6 | 1.1
CN(CCc1ccccn1)C(=O)CCC1CCCN(C(=O)CCOc2ccccc2)C1 (stereo not given) | 1.9 | 1.6 | -6.4 | 98.0 | -0.2 | 1.8 | 7.7 | 4.5 | -6.1 | 0.6
CCc1ccc([C@@H]2CC=C(C(=O)O)[C@H](c3ccc(F)cc3)N2S(=O)(=O)c2ccc(C)cc2)cc1 | 9.9 | -12.0 | -3.4 | 100.0 | 1.7 | -0.2 | -5.1 | 11.2 | -8.4 | -3.7

4 compounds already listed, sorted by formula weight, rising:
SMILES | MC4R antag cAMP | NOD2-RIPK2 inh | H9c2 protect | ABCB6 inh MLPCN | N-glyco inh | MC4R barr agon | m5-HT2A agonist | NCOA2 inhibitor | TLR9-MyD88 inh | ABHD5-PLIN5 inh
O=S(=O)(Nc1ccc2c(c1)OCCO2)c1cnc[nH]1 | 2.5 | -15.1 | 3.5 | 94.0 | 0.5 | -1.1 | 0.2 | 1.4 | -9.8 | -0.2
CN1CCN(c2ccc([N+](=O)[O-])c(Sc3nc4ccccc4[nH]3)c2)CC1 | 2.1 | 13.9 | -1.2 | 103.0 | -0.7 | -1.8 | -8.5 | · | -0.9 | -4.2
COC(=O)c1nnn(CC(=O)NC(=O)Nc2cccc(C)c2C)c1C(=O)OC | -4.1 | -1.0 | -0.6 | 100.0 | 2.0 | -0.2 | 1.6 | 7.2 | -2.4 | 11.8
Cc1ccc2nc3c(cc(C(=O)NCC4CCCO4)c(=N)n3CC3CCCO3)c(=O)n2c1 (stereo not given) | 0.5 | -2.3 | -1.5 | 96.0 | 3.5 | -0.2 | -4.5 | · | -4.8 | -2.5

Later entries:
SMILES | MC4R antag cAMP | NOD2-RIPK2 inh | H9c2 protect | ABCB6 inh MLPCN | N-glyco inh | MC4R barr agon | m5-HT2A agonist | NCOA2 inhibitor | TLR9-MyD88 inh | ABHD5-PLIN5 inh
CCOC(=O)Cc1csc(NC(=O)COc2c(C)cccc2C)n1 | 0.0 | -22.3 | 1.8 | 99.0 | -0.2 | -4.2 | 0.0 | 2.6 | 6.0 | -1.6
CC(C)C(=O)Nc1ccc2c(c1)nc(CCN1CCCCC1)n2C | 8.8 | -3.5 | 0.2 | 100.0 | 0.4 | -0.8 | -4.8 | 13.0 | 11.3 | 8.6
Oc1cccc2ccc(/C=C/c3ccccc3Br)nc12 | 9.5 | -5.6 | 22.3 | 102.0 | -1.8 | -5.3 | -15.9 | -53.4 | 7.6 | -8.7
N#Cc1c(-c2ccco2)cc(-c2cccnc2)nc1N | -4.6 | -7.9 | 86.6* | 97.0 | 2.5 | -0.1 | 1.3 | -0.3 | 0.5 | 3.4
CCNC(=S)N(Cc1cc2cccc(C)c2[nH]c1=O)C1CCCC1 | 15.5 | -8.9 | 6.4 | 89.0 | 1.6 | 1.0 | 6.2 | -4.2 | -3.0 | 3.2
O=C(COc1ccccc1[N+](=O)[O-])NCC1(N2CCCCC2)CCCCC1 | 2.2 | -4.2 | 1.2 | 94.0 | -0.5 | -1.8 | 5.6 | 2.6 | 2.1 | -1.2
Nc1ncnc2nc(SCCOc3ccc(Cl)cc3)[nH]c12 | 1.1 | 13.1 | 2.7 | 77.0 | 3.2 | -0.8 | -8.8 | -26.9 | -0.7 | -0.4
CN(C)C(CNC(=O)C1CCN(S(=O)(=O)c2ccccc2)CC1)c1ccccc1 (stereo not given) | -8.5 | -4.1 | -3.1 | 98.0 | 1.0 | -1.2 | -2.4 | -15.6 | -0.8 | -6.8
Cc1ccc(O)c(C2=NNC(c3ccc(Cl)cc3)C2)c1 (stereo not given) | 10.9 | -7.7 | -10.7 | 97.0 | -5.9 | -1.9 | -5.6 | -20.4 | 1.1 | 2.9
COc1ccc(-n2nc(C(=O)NCC(=O)NC(C)C)c3ccccc3c2=O)c(OC)c1 | 1.5 | -6.0 | 3.3 | 98.0 | -0.5 | -2.9 | -6.6 | 12.7 | 0.6 | -1.3
CCOC(=O)CSc1nc(-c2ccccc2)nc2ccc(F)cc12 | 6.2 | 1.1 | -5.4 | 98.0 | 0.2 | 1.5 | -2.5 | -8.8 | -7.2 | 8.5
Cc1ccc(C)c(C(=O)CCC(=O)OCn2nnc3ccccc3c2=O)c1 | 5.2 | 3.9 | -10.1 | 103.0 | 1.6 | -1.7 | -1.4 | 22.0 | -0.1 | 0.9
CCN(CC)C(=O)OCc1c(-c2ccccc2)ncc2ccccc12 | -3.4 | -1.6 | -6.6 | 98.0 | -4.6 | -1.2 | -4.3 | -65.6 | -3.0 | -9.2
O=c1cc2ncc(-c3[nH]ncc3[N+](=O)[O-])cn2[nH]1 | 8.2 | -5.0 | -3.7 | 97.0 | 0.8 | -2.8 | -0.1 | -8.7 | -7.1 | -0.8
CCOC(=O)C1=C(COC(=O)Cc2ccc(OC)c(OC)c2)NC(=O)NC1C (stereo not given) | 1.3 | 4.2 | 0.7 | 95.0 | 1.6 | -1.3 | 2.7 | -16.1 | 9.0 | 2.0
CN(C(=O)COC(=O)COc1ccc2c(c1)CCC2)c1c(N)n(Cc2ccccc2)c(=O)[nH]c1=O | 4.7 | -5.0 | -0.1 | 99.0 | -0.1 | -1.7 | 1.3 | 1.7 | 4.0 | 7.8
Cc1ccccc1NC(=O)c1cc(C(=O)c2cc(Cl)ccc2O)cn(-c2ccccc2C)c1=O | 1.8 | 5.6 | -18.2 | 99.0 | -8.1 | -3.1 | 0.7 | 0.7 | -1.5 | -1.2

An excerpt (hit frequency here may not be typical).
